Bcl-B Bim block: inhibitors of Bim-Bcl-B interaction, human; Q9HD36; bead-based flow cytometry, Bim peptide-Bcl-B binding; inhibition, % at 10 µM; hit rate 0.073% among 190,000; AID 951;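 also: 0% = tracer peptide without compound and 100% = reference inhibitor peptide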
Target sequence (Q9HD36 whole entry, looked up): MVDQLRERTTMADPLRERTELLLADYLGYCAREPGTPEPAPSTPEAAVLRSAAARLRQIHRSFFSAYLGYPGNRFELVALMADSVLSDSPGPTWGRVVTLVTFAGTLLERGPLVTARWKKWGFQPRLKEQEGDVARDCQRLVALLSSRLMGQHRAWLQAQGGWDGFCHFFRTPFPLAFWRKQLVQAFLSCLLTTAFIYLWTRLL
ABCG2 inh: blocks JC-1 efflux by human ABCG2 transporter. hit rate 0.1% among 190,000. IgMXP3 cells, flow cytometry. AID 1325. inhibition, % at 6.6 µM;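 active = inhibition above 80%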;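 also: 0% = DMSO and 100% = nicardipine control wells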
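Incubation: cells with compound and JC-1, 10 min at 25 °C, rotating, no wash / Test system: IgMXP3 (ABCG2) plus far-red-tagged CCRF-Adr (ABCB1) cells / Compound dosing: one concentration, 6.6 µM final / Also added: JC-1 fluorescent substrate / Evaluation: efflux inhibition in percent versus controls / Detection: flow cytometry, 530 nm JC-1 signal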
RGS8-Gao reg: modulates binding of RGS8 to human Galphao; multiplexed bead flow cytometry; actives lie on both sides; P09471; response (percent of control binding), % at 10 µM; hit rate 0.34% among 220,000; in the data active = response below about 60% or above about 140%; inactive = in between;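 also: Galphao activated as the GDP aluminium fluoride complex binding bead-coupled RGS8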
Target sequence (P09471 whole entry, looked up): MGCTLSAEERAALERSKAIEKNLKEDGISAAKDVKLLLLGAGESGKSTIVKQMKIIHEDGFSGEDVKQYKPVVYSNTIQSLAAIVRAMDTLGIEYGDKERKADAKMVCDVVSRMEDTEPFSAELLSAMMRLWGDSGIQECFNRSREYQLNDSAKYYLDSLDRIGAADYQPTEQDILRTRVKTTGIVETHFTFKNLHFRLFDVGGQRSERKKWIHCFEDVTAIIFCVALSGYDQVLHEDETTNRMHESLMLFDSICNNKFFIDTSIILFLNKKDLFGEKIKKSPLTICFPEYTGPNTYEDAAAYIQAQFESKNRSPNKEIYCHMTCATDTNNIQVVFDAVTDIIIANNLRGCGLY
Bim-Bfl-1: human Bim-Bfl-1 interaction inhibition; Q16548; Bead-based flow cytometry, Bim-Bfl-1 binding inhibition; inhibition, % at 10 µM; hit rate 0.12% among 190,000; AID 1008;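 also: 0% = wells without compound plus tracer and 100% = blocker peptide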
Bcl-XL Bim block: inhibitors of Bim-Bcl-XL interaction, human. AID 1007. inhibition, % at 10 µM. hit rate 0.04% among 190,000. Q07817. Bim peptide-Bcl-XL binding, bead flow cytometry, fluorescence
Bcl-W Bim block: human Bim-Bcl-W interaction inhibition | inhibition, % at 10 µM | hit rate 0.02% among 190,000 | AID 952 | bead-based flow cytometry, Bim peptide-Bcl-W binding;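 also: 0% = bound tracer without compound and 100% = peptide blocker; higher means less fluorescent Bim peptide bound to Bcl-W beads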
Target sequence (Q92843 whole entry, looked up): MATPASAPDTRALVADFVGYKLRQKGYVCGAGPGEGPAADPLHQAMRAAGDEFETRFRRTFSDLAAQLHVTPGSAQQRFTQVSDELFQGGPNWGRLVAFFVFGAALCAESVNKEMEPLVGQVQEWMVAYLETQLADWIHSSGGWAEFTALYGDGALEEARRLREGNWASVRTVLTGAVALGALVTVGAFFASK
ABCB1 inh: inhibitors of human ABCB1 transporter, ABCG2 counter-screen; inhibition, % at 6.6 µM; hit rate 0.067% among 190,000; CCRF-Adr cells, JC-1 efflux, flow cytometry; P08183; AID 1326; in the data active = inhibition above about 40%;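 also: 0% = vehicle and 100% = reference inhibitor; higher value means more JC-1 retained so stronger ABCB1 efflux block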
GSH fluor: compound fluoresces at 488/530 nm on GSH beads; hit rate 0.25% among 190,000; AID 1776; GSH beads flow cytometry, compound fluorescence 488/530 nm; active compounds read high; fluorescence (KMESF) at 10 µM; in the data active = fluorescence above about 89;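 also: glutathione beads carrying GST-tagged Bcl family fusion proteins plus one bare bead set; values are compound well signal with DMSO vehicle wells as background; inactives centre near 16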
Bcl-2 Bim block: disrupts Bim peptide binding to human Bcl-2; P10415; Bead-based flow cytometry, Bim peptide-Bcl-2 binding; inhibition, % at 10 µM; hit rate 0.06% among 190,000; in the data active = inhibition above about 40%; inconclusive = no clear call, values can overlap the other calls;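 also: 0% = no compound wells with probe peptide and 100% = reference peptide inhibitor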
Target sequence (P10415 whole entry, looked up): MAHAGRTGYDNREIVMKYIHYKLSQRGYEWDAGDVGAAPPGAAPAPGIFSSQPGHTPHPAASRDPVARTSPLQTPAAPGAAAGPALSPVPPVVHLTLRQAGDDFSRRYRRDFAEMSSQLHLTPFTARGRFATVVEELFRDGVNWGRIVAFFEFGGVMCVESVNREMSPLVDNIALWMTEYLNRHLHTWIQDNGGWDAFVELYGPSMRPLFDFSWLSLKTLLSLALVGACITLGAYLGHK
RGS7-Gao reg: regulators of human RGS7-Galphao interaction. Multiplexed bead flow cytometry, RGS7-Galphao binding; actives lie on both sides. hit rate 0.35% among 220,000. binding response (% of control), % at 10 µM; in the data active = binding response below about 49% or above about 150%; inconclusive = no clear call, values can overlap the other calls; inactive = in between;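 also: fluorescent Galphao held in activated GDP-AlF4 state binding bead-coupled RGS7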
RGS4-Gao reg: human RGS4-Galphao interaction regulation; hit rate 0.33% among 220,000; Multiplexed bead flow cytometry, RGS4-Galphao binding; actives lie on both sides; binding response (% of control), % at 10 µM; AID 1415; in the data active = binding response below about 49% or above about 150%; inactive = in between;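 also: fluorescent Galphao activated with aluminum fluoride binding bead-coupled RGS4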
* = called active by the depositor; ? = inconclusive; nt = no result given. Rule as the data show it, unless noted: active = inhibition above about 40%.

SMILES	Bcl-B Bim block	ABCG2 inh	RGS8-Gao reg	Bim-Bfl-1	Bcl-XL Bim block	Bcl-W Bim block	ABCB1 inh	GSH fluor	Bcl-2 Bim block	RGS7-Gao reg	RGS4-Gao reg
Cc1ccc(C(=O)CSc2nnc(C)s2)cc1	-10.0	-0.8	102.8	0.0	-7.0	-3.0	0.1	11	-1.0	97.9	101.5
CCN(C(=O)COC(=O)CNC(=O)c1ccc(F)cc1)C1CCS(=O)(=O)C1 (stereo not drawn)	-5.0	1.1	102.0	-2.0	0.0	1.0	0.0	26	-4.0	101.3	109.0
O=C(COc1ccc2c(c1)CCC2)NCc1ccc(Cl)cc1	-2.0	5.7	101.2	-4.0	0.0	0.0	-0.4	8	-1.0	98.2	100.8
CC(Oc1ccccc1Cl)C(=O)/C=C/N(C)C (stereo not drawn)	-9.0	18.0	100.9	-17.0	-6.0	0.0	0.8	22	-11.0	101.7	102.4
CCOC(=O)c1c(NC(C)=O)sc2c(OC(C)=O)cccc12	-4.0	nt	97.0	-11.0	0.0	2.0	nt	17	-1.0	97.7	91.8
CCC(C)NC(=O)C1CC(c2cccc(OC)c2)=NO1 (stereo not drawn)	1.0	7.2	105.3	-3.0	0.0	3.0	1.1	6	-3.0	105.9	104.9
O=S(=O)(Nc1ccccn1)c1ccc(Cl)c2ccccc12	-3.0	-0.6	100.6	-4.0	0.0	1.0	-0.2	25	0.0	?	102.1
CCOC(=O)CSc1nc(=O)n2cc(C)ccc2n1	-4.0	1.4	96.3	-4.0	-2.0	-1.0	0.2	12	0.0	99.2	97.8
O=C(COC(=O)Cn1cnc2ccccc2c1=O)NCc1ccccc1Cl	1.0	6.8	100.1	-2.0	1.0	1.0	0.5	13	1.0	?	107.6
O=C(NCC1COc2ccccc2O1)c1cn(Cc2ccc(F)cc2)nn1 (stereo not drawn)	2.0	1.7	105.2	-1.0	1.0	0.0	0.4	10	-2.0	103.2	111.8
CC(=O)c1coc2ccc(OCCN3CCCCC3)cc12	-5.0	5.8	100.6	-1.0	-2.0	-2.0	0.9	31	-2.0	102.2	102.7
COc1ccccc1NC(=O)CSc1nnc(-c2ccc(NC(C)=O)cc2)n1C	-10.0	0.9	99.3	0.0	3.0	0.0	0.2	8	2.0	106.2	104.6
O=C(NC(=S)NCCN1CCOCC1)c1ccc(Cl)cc1	-3.0	4.7	91.8	-1.0	-8.0	-3.0	2.1	8	0.0	99.0	97.6
Cc1ccc(-c2nnc(-c3ccccc3)c(N3CCOCC3)n2)cc1	-5.0	12.7	100.0	-8.0	2.0	2.0	1.0	24	-7.0	99.9	100.1
COC(=O)C1=C(N)Oc2c(oc(CO)cc2=O)C1c1ccccc1F (stereo not drawn)	-1.0	1.3	103.7	-1.0	-1.0	-3.0	0.5	18	2.0	101.2	100.5
CCCCNC(=O)CCCCC(=O)N/N=C/c1cccc(Cl)c1	-1.0	5.4	100.5	0.0	-2.0	-2.0	0.6	10	0.0	98.8	99.9
CC(c1nnc(SCC(=O)Nc2cccnc2Cl)n1-c1ccccc1)N(C)C (stereo not drawn)	2.0	0.7	103.2	-5.0	1.0	0.0	0.2	18	-1.0	99.4	97.0
O=C(NC1CCCCCCC1)c1cc(COc2ccc3ncccc3c2)on1	-2.0	5.0	102.8	-4.0	-3.0	0.0	1.9	17	0.0	?	101.1
O=C(CSc1nnc(-c2cccnc2)n1-c1ccccc1)Nc1ccccn1	0.0	0.2	101.0	0.0	0.0	0.0	0.2	21	1.0	99.2	102.0
Cc1cc(C(=O)OCn2nnc3ccccc3c2=O)c(C)n1-c1ccccc1	-2.0	-0.1	103.0	-13.0	-2.0	2.0	0.1	25	-2.0	100.4	101.1
CNCc1c(C)nn(-c2ccccc2)c1C	4.0	2.7	125.1	6.0	2.0	0.0	0.9	19	4.0	103.3	108.4
CCOC(=O)N/N=C(\C)c1ccc(-n2cnnn2)cc1	0.0	3.1	104.7	-7.0	1.0	1.0	-0.5	13	-1.0	99.7	108.8
Cc1ccc(C(=O)N/N=C\C=C\c2ccc(Br)cc2)cn1	0.0	-3.0	103.3	-5.0	-2.0	3.0	-0.1	13	-6.0	112.9	101.4
CC(CN1CCOCC1)OC(=O)c1cccs1 (stereo not drawn)	-7.0	3.4	97.4	-13.0	-1.0	0.0	0.4	10	-13.0	99.2	100.5
CCC(=O)Nc1cc(SCCO)cc([N+](=O)[O-])c1	-2.0	1.1	100.1	-5.0	-3.0	5.0	-0.1	24	0.0	98.3	101.3

Single values from the results shown:
CCC(=O)Nc1cc(SCCO)cc([N+](=O)[O-])c1 | Bcl-2 Bim block: 0.0
CCN(C(=O)COC(=O)CNC(=O)c1ccc(F)cc1)C1CCS(=O)(=O)C1 (stereo not drawn) | Bim-Bfl-1: -2.0

Entries of single compounds, looked up by structure.
CC(Oc1ccccc1Cl)C(=O)/C=C/N(C)C (stereo not drawn) is listed as Bcl-B Bim block = -9.0; ABCG2 inh = 18.0; RGS8-Gao reg = 100.9; Bim-Bfl-1 = -17.0; Bcl-XL Bim block = -6.0; Bcl-W Bim block = 0.0; ABCB1 inh = 0.8; GSH fluor = 22; Bcl-2 Bim block = -11.0; RGS7-Gao reg = 101.7; RGS4-Gao reg = 102.4
CCN(C(=O)COC(=O)CNC(=O)c1ccc(F)cc1)C1CCS(=O)(=O)C1 (stereo not drawn) is listed as Bcl-B Bim block = -5.0; ABCG2 inh = 1.1; RGS8-Gao reg = 102.0; Bim-Bfl-1 = -2.0; Bcl-XL Bim block = 0.0; Bcl-W Bim block = 1.0; ABCB1 inh = 0.0; GSH fluor = 26; Bcl-2 Bim block = -4.0; RGS7-Gao reg = 101.3; RGS4-Gao reg = 109.0

The list goes on:
SMILES	Bcl-B Bim block	ABCG2 inh	RGS8-Gao reg	Bim-Bfl-1	Bcl-XL Bim block	Bcl-W Bim block	ABCB1 inh	GSH fluor	Bcl-2 Bim block	RGS7-Gao reg	RGS4-Gao reg
Cc1cc(C)c(CN2CCN(Cc3ccc(C)o3)C(CCO)C2)c(-n2cccn2)c1 (stereo not drawn)	-7.0	4.5	102.0	-4.0	-4.0	-3.0	0.9	52	-5.0	101.4	105.9
CC(C)CCNC(=O)Cc1ccc(Nc2nc(=S)[nH]c3ccccc23)cc1	3.0	3.0	98.0	2.0	11.0	9.0	-1.8	8	4.0	93.4	102.4
COCCNC(=O)C(=O)N/N=C(\C)CC(=O)Nc1ccc2c(c1)OCO2	-2.0	-1.8	104.8	-2.0	-1.0	-4.0	-0.5	22	-3.0	137.3	104.9
NS(=O)(=O)c1cccnc1Nc1cccc(C(F)(F)F)c1	0.0	-2.0	97.7	-3.0	0.0	4.0	0.4	29	0.0	99.5	101.9
COCCCNC(=O)CCC(=O)NNc1nc2ccccc2c2nc(C)nn12	-2.0	2.9	102.0	-5.0	-2.0	-1.0	1.0	16	0.0	?	103.4
Cc1cccc(-c2nnc(-c3ccccc3)o2)c1	-4.0	3.3	100.5	-11.0	-6.0	-1.0	0.2	29	-5.0	99.3	98.4
CCCSc1cc(N2CCN(C)CC2)nc(-c2ccc(OC)cc2)n1	-2.0	-1.9	102.9	0.0	-1.0	5.0	0.1	9	0.0	101.5	103.8
C(#CCN1CCC(Cc2ccccc2)CC1)COCCOCc1ccccc1	-8.0	2.2	101.9	-17.0	-7.0	-3.0	0.6	10	-5.0	99.7	99.7
C=CCNC(=O)c1ccccc1NC(=O)COc1ccccc1	6.0	11.1	99.2	12.0	7.0	1.0	0.8	12	20.0	97.0	95.0
CCC(C)(C)NC(=O)C(c1ccncc1)N(C(=O)c1sc(C)nc1C)c1ccc(C)cc1 (stereo not drawn)	1.0	-0.8	102.6	5.0	0.0	0.0	-0.2	23	0.0	102.0	105.7
O=C(O)c1cccc(N=NN2CCCCCC2)c1	0.0	-0.6	74.0	3.0	1.0	1.0	0.0	7	2.0	90.0	92.2
O=C(CCc1ccccc1)NCCSCc1c(F)cccc1Cl	-7.0	4.8	103.1	-2.0	-4.0	-3.0	0.3	11	-7.0	102.7	102.2
Nc1ccnc(C(F)(F)F)c1C(=O)c1ccccc1	-6.0	2.5	91.4	-9.0	-6.0	-2.0	0.4	13	-9.0	95.8	97.7
CC(C)NC(=O)c1ccccc1NC(=O)CCc1ccccc1	-5.0	3.6	100.5	4.0	-3.0	-3.0	0.6	22	11.0	103.6	102.2
CC1(C)CC(=O)C(C=NCC2CCN(C(=S)Nc3cccc(Cl)c3)CC2)=C(O)C1	-6.0	11.4	96.5	1.0	-6.0	-6.0	1.2	12	-1.0	96.9	100.5
O=S(=O)(c1cccc(-c2csc(-c3ccccc3)n2)c1)N1CCOCC1	-7.0	2.0	100.0	-12.0	2.0	0.0	-1.5	29	-7.0	97.6	95.9
Oc1ccccc1C1=Nc2ncnn2C(c2ccccc2)C1 (stereo not drawn)	-7.0	2.4	100.7	-12.0	3.0	-2.0	0.3	31	-13.0	94.1	98.7
COc1ccc(C2CC(c3cccc(Cl)c3)n3nc(N)nc3N2)cc1 (stereo not drawn)	-5.0	2.6	102.7	-6.0	-3.0	2.0	0.2	18	-4.0	96.4	97.1
Cc1cc(C)cc(OCc2nnc(SCC(=O)OC3CCCCC3)o2)c1	-6.0	1.6	103.8	-9.0	-3.0	-2.0	0.2	23	-2.0	103.8	103.2
CC1CN(S(=O)(=O)c2ccc(NC(=O)CCN3C(=O)c4ccccc4C3=O)cc2)CC(C)O1 (stereo not drawn)	-1.0	0.3	109.0	-1.0	0.0	0.0	0.1	25	-4.0	98.2	97.0
N#Cc1cccc(NC(=O)C2SC(=Nc3ccccc3)C(C(=O)N3CCOCC3)=C2N)c1 (stereo not drawn)	-2.0	0.0	98.9	-1.0	-3.0	-1.0	-0.3	7	0.0	103.8	108.6
COC(=O)c1ccc(CSc2nc3ccc(S(=O)(=O)N4CCOCC4)cc3[nH]2)cc1	-9.0	6.0	101.0	-6.0	-9.0	-8.0	0.5	11	-6.0	104.0	96.6
CCn1nc(C)cc1C(=O)N1CCCC(CCC(=O)NCc2ccccc2F)C1 (stereo not drawn)	-2.0	-0.2	97.1	-4.0	-3.0	0.0	0.4	9	-3.0	96.9	96.0
N#Cc1c(N)nc2c(c1N)CC(C(F)(F)F)O2 (stereo not drawn)	-3.0	11.1	101.1	0.0	-4.0	-3.0	0.7	10	-5.0	101.8	97.5
CCOc1ccc(NC(=O)CCS(=O)(=O)c2cccc3nsnc23)cc1	-1.0	0.9	98.6	-1.0	0.0	-1.0	0.5	11	-2.0	96.6	97.3
CN1c2ccccc2C(O)=C(C(=S)Nc2ccc(Cl)cc2)S1(=O)=O	-1.0	0.4	94.3	0.0	0.0	0.0	0.9	19	0.0	99.0	95.6
CC(=O)C(Sc1nc(NC(C)(C)C)nc(N(C)C)n1)C(C)=O	-4.0	1.9	99.9	-9.0	-1.0	0.0	0.7	7	-9.0	96.6	97.8
CCCCNC(=O)c1cc2c(=O)n3cccc(C)c3nc2n(CCN2CCOCC2)c1=N	2.0	1.1	99.8	-3.0	2.0	1.0	0.1	41	2.0	97.7	99.3
CCNC(=S)N(Cc1ccc2c(c1)OCO2)C1CC(=O)N(c2ccc(F)cc2)C1=O (stereo not drawn)	-11.0	0.8	98.5	-10.0	-8.0	0.0	0.1	18	-9.0	99.1	97.8
Cc1cc(C(=O)CSc2nnnn2-c2ccc(O)cc2)c(C)n1C	-1.0	2.7	100.8	-2.0	-2.0	1.0	0.0	11	0.0	105.2	98.9

Screening results from PubChem BioAssay.
